# Neddylation inh = inhibitors of human cullin neddylation | TR-FRET cullin neddylation, biochemical | calls only at 25 µM | 360,000 compounds, 0.58% hits | P61081+Q13564; in the data active means inhibition above about 36%
# FAS TE block = blocks the thioesterase domain of human fatty acid synthase. recombinant FAS-TE, OMFH fluorogenic substrate, fluorescence endpoint. inhibition, % at 15 µM. 360,000 compounds, 0.67% hits;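 active means compounds whose normalised, plate-corrected inhibition of enzyme fluorescence in the single-dose primary screen is 50% or more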;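 further: 0% = DMSO with enzyme and 100% = substrate without enzyme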
# MsrA act = activators of bovine methionine sulfoxide reductase A; purified bovine MsrA, absorbance read-out; activation, % at 10.6 µM; 360,000 compounds, 0.3% hits; AID 602163; in the data active means activation above about 7.5%;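 further: 0% = vehicle and 100% = reference activator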
# MsrA inh = bovine MsrA inhibition | purified bovine MsrA, absorbance read-out | inhibition, % at 15.5 µM | 360,000 compounds, 0.75% hits | AID 651718; in the data active means inhibition above about 4.5%;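 further: 0% = vehicle wells with enzyme and 100% = reference inhibitor wells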
# Rin1-Abl PPI inh = inhibitors of human Rin1-Abl protein interaction | TR-FRET Rin1/Abl binding, biochemical | 360,000 compounds, 0.4% hits | inhibition, % at 7.35 µM | P00519+Q13671; in the data active means inhibition above about 5%, passing the limit was not always enough
# Tb MetRS inh = Trypanosoma brucei MetRS inhibition | purified T. brucei MetRS, ATP depletion, Kinase-Glo luminescence | inhibition, % at 11.9 µM | 360,000 compounds, 0.4% hits;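 active means inhibition above a per-plate cutoff of the control wells' mean inhibition plus 3 SD, cut at about 5.5% in these data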;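 further: 0% = DMSO wells median and 100% = median of wells with control inhibitor compound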
#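 Assay system: T. brucei methionyl-tRNA synthetase, purified | Medium: HEPES buffer with MgCl2, KCl, DTT, spermine, BSA, pyrophosphatase | Compound: 11.9 µM single point | Incubation: 15 min enzyme-compound preincubation, 2 h reaction, 10 min detection, 25 °C | Measured by: Kinase-Glo luciferase luminescence reporting remaining unconsumed ATP | Measure: % inhibition normalized to control-well medians | Replication: Singlicate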
# PABP1 MLLE inh = inhibitors of microRNA-mediated deadenylation, human PABP1 MLLE binding | P11940 | GST-MLLE / FITC-PAM2 fluorescence polarization | inhibition, % at 20 µM | 360,000 compounds, 0.36% hits | AID 588489; in the data active means inhibition above about 35%, passing the limit was not always enough;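 further: plate controls were DMSO wells with GST-MLLE for no effect and wells lacking GST-MLLE protein for full effect; some results filed as inactive read as strong as hits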
# Target sequence (P11940 whole entry, looked up): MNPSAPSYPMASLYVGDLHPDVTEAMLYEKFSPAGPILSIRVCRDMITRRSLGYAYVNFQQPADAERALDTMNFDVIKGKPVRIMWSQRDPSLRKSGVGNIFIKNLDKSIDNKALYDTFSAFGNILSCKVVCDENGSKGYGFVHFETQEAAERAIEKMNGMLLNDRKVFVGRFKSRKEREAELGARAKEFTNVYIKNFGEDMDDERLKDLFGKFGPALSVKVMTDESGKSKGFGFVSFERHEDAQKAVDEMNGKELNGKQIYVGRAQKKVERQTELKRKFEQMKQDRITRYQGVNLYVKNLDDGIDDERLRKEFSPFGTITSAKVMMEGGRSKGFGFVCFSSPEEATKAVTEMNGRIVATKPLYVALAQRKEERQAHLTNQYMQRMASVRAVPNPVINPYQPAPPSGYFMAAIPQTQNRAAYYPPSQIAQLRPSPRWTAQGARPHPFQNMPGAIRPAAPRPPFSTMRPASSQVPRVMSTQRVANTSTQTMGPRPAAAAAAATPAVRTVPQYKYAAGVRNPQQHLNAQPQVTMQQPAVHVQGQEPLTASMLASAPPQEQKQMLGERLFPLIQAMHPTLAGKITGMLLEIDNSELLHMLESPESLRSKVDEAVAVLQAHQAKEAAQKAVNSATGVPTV
# E coli Lon inh = E. coli protease La inhibition; inhibition, % at 7.94 µM; purified E. coli Lon protease, fluorescence polarization; P0A9M0; 360,000 compounds, 0.42% hits; in the data active means inhibition above about 13%, passing the limit was not always enough;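 further: 0% = enzyme with probe and DMSO and 100% = no enzyme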
# CSN deneddyl inh = inhibitors of human CSN-mediated cullin deneddylation; Q92905; Purified CSN, SCF-Nedd8-OG deneddylation, fluorescence polarization; inhibition, % at 12.5 µM; 360,000 compounds, 0.38% hits; AID 651999;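 active means pattern-corrected inhibition above about 35%, with an unprinted fluorescence ratio check between 0.5 and 1.5, limit read from the data, passing the limit was not always enough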;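 further: 0% = enzyme with substrate and 100% = substrate without enzyme; some results filed as inactive read as strong as hits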
# Target sequence (Q92905 whole entry, looked up, one chain of several): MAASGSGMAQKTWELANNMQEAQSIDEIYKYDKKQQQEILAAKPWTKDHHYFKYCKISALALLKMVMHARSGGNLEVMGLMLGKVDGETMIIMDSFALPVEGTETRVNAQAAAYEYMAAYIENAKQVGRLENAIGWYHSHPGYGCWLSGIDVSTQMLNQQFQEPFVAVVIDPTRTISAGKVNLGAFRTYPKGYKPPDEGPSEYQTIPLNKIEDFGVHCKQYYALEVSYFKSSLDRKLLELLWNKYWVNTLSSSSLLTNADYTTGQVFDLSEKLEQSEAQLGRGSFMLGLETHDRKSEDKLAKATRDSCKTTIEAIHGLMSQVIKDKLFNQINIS
#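 Material: human Csn5 produced in HEK293T cells; Input: enzyme 0.24 nM; Reagent: SCFSkp2-Nedd8OG substrate at 10 nM final; Dosing: 12.5 µM compound; Incubation: 90 min reaction at room temperature; Detection: fluorescence polarization of the substrate; Evaluation: % inhibition of substrate cleavage by Csn5; Control set: substrate-only high control, full reaction low control.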
# * hit, by the source's call; i = inactive; x = no result given.
# A first look (three entries):
no.	molecule	Neddylation inh	FAS TE block	MsrA act	MsrA inh	Rin1-Abl PPI inh	Tb MetRS inh	PABP1 MLLE inh	E coli Lon inh	CSN deneddyl inh
1	CN(CC(=O)Nc1cccc(F)c1)C(=O)Cc1n[nH]c(=O)c2ccccc12	i	-2.8	-2.8	-0.9	6.5	0.1	-4.9	-16.6	-1.6
2	C[C@H](NC(=O)c1ncn(Cc2ccccc2)c1C(=O)N[C@@H](C)c1ccccc1)c1ccccc1	i	23.5	-5.2	1.2	4.9	-0.5	5.6	9.6	-6.4
3	COC(=O)c1ccc(C2C(C(C)=O)=C(O)C(=O)N2CCO)cc1 (stereo not drawn)	i	-7.0	-1.3	2.3	-3.5	-0.4	2.1	0.5	-1.8

# This part in full, from the start:
no.	molecule	Neddylation inh	FAS TE block	MsrA act	MsrA inh	Rin1-Abl PPI inh	Tb MetRS inh	PABP1 MLLE inh	E coli Lon inh	CSN deneddyl inh
1	CN(CC(=O)Nc1cccc(F)c1)C(=O)Cc1n[nH]c(=O)c2ccccc12	i	-2.8	-2.8	-0.9	6.5	0.1	-4.9	-16.6	-1.6
2	C[C@H](NC(=O)c1ncn(Cc2ccccc2)c1C(=O)N[C@@H](C)c1ccccc1)c1ccccc1	i	23.5	-5.2	1.2	4.9	-0.5	5.6	9.6	-6.4
3	COC(=O)c1ccc(C2C(C(C)=O)=C(O)C(=O)N2CCO)cc1 (stereo not drawn)	i	-7.0	-1.3	2.3	-3.5	-0.4	2.1	0.5	-1.8
4	CN(C)S(=O)(=O)Oc1ccsc1C(=O)Nc1cccc(Cl)c1	i	18.7	3.6	-0.6	2.5	-0.5	7.4	-3.3	2.5
5	CCC(C)c1ccc(NC(=O)c2c([N+](=O)[O-])cnn2CC)cc1 (stereo not drawn)	i	22.5	-1.4	-0.2	0.0	-1.5	-4.7	2.1	1.7
6	Cc1ccc(NC(=O)C(C)c2ccc(-c3ccccc3)c(F)c2)cc1 (stereo not drawn)	i	29.8	-1.6	0.2	-0.4	-0.4	1.8	-9.4	-0.7
7	Cc1ccnc(N2CCC(C(=O)NCc3ccc(F)cc3)CC2)n1	i	-2.7	-3.5	-0.7	1.2	0.4	-29.6	4.0	1.2
8	COc1ccc2cc(C(=O)N3CCN(Cc4ccc5c(c4)OCO5)CC3)[nH]c2c1	i	0.7	-1.0	0.2	0.3	0.3	-5.2	-3.6	2.2
9	Cc1noc(C)c1C(=O)OCC(=O)NCCC1=CCCCC1	i	-2.5	-0.9	-0.4	2.6	0.2	4.8	9.2	-1.3
10	CCn1cc(Br)c(C(=O)NCc2ccco2)n1	i	-10.1	-11.8	1.5	1.2	-1.5	4.7	-0.2	-1.8
11	Cn1c(N)c(C(=O)COc2ccc(Cl)cc2Cl)c(=O)n(C)c1=O	i	-0.5	-4.7	-0.6	0.4	-0.9	-4.2	-2.0	0.2
12	NS(=O)(=O)c1ccc(Nc2nc(-c3ccccc3)cs2)cc1	i	19.9	-2.7	0.6	-0.6	-0.1	31.1	3.6	6.6
13	CCN(Cc1ccccc1)Cc1nnnn1Cc1ccccc1	i	11.3	-4.5	-0.5	-4.9	0.1	6.5	-5.0	2.1
14	COc1ccc(/C(N)=N/OC(=O)Cc2ccc(C)cc2)cc1OC	i	5.2	-9.4	-1.1	1.4	-0.7	-12.6	0.8	0.7
15	COc1ccc(OC)c(Nc2nc(-c3sc(NC(=O)CC(C)C)nc3C)cs2)c1	i	10.2	-2.6	0.5	2.4	0.0	10.5	-3.9	0.9
16	C=CCOc1cccc(C2/C(=C(\O)c3ccc4c(c3)OCCO4)C(=O)C(=O)N2Cc2cccnc2)c1 (stereo not drawn)	i	-3.2	-5.9	-0.4	-2.9	0.1	1.3	-2.0	-2.5
17	CC(C(=O)NC1CCCc2ccccc21)N1CCN(Cc2ccc3c(c2)OCO3)CC1 (stereo not drawn)	i	-1.9	3.9	0.9	0.6	-0.4	-3.6	-0.7	0.8
18	COc1ccc(S(=O)(=O)NCc2ccncc2)cc1NC(=O)c1ccccc1F	i	-6.9	-0.9	2.0	0.9	-0.2	14.4	-7.7	-0.8
19	COc1ccc(CCCNC(=O)C2CCC(=O)N(CCc3cccc(F)c3)C2)cc1 (stereo not drawn)	i	-3.0	-1.8	-0.2	3.3	0.2	6.0	-1.5	-1.6
20	CO/N=C(/CNC(=O)c1ccccc1Cl)c1ccc(Cl)cc1	i	5.4	-0.5	1.2	-1.4	-0.1	3.5	3.3	-2.6
21	COc1cccc(/C=C/C2=CC(C)(C)NC(=S)N2)c1	i	-0.8	-2.7	-1.2	1.1	-0.1	-124.5	1.1	-1.5
22	CC/C(=N\NC(=O)c1cc(C2CC2)[nH]n1)c1ccccc1	i	-2.6	-3.6	-0.6	7.6	-1.0	15.6	10.1	1.8
23	CCc1ccc(OCC(=O)Nc2nnc(C3CCCC3)s2)cc1	i	-4.0	5.8	-0.1	1.3	-0.5	3.7	-8.8	-1.5
24	Cn1cnc([N+](=O)[O-])c1S(=O)(=O)c1ccc(Cl)cc1	i	33.0	-7.5	2.0	1.3	0.2	16.4	5.1	3.5
25	CCc1nnc(NC(=O)CSc2nnc3scc(-c4ccc(C)cc4)n23)s1	i	-7.3	-1.3	-0.3	3.1	-0.8	4.9	6.1	5.7
26	Cc1cc2n(n1)SC(Nc1cc(Cl)ccc1Cl)N2 (stereo not drawn)	i	3.7	-2.9	-0.7	-5.2	0.0	27.9	5.2	0.4
27	CCOc1cccc(NC(=O)/C(C#N)=C\c2cccnc2)c1	i	4.3	-10.0	-1.1	-0.5	-1.2	-18.1	0.4	-5.4
28	CC(=O)c1ccc(C(=O)NC2CCCN(Cc3ccccc3F)C2)cc1 (stereo not drawn)	i	-1.4	-0.2	0.1	-0.6	-0.8	9.5	-6.1	-1.7
29	CC(C)[C@H]1COCCS(=O)(=O)N1Cc1ccccc1F	i	-10.5	-0.5	-0.3	0.2	-0.3	3.1	9.2	-3.5
30	CCc1ccc(N2CSC3=C(C#N)C(c4cccs4)CC(=O)N3C2)cc1 (stereo not drawn)	i	4.2	-1.9	x	-3.8	0.5	-25.0	-14.8	35.6*
31	Cc1nc2ccc(S(=O)(=O)NC(C(=O)NCc3ccco3)C(C)C)cc2s1 (stereo not drawn)	i	-2.9	0.5	-1.0	-4.1	-0.5	1.3	-1.7	-3.0
32	O=Cc1ccc(-c2ccccc2OC(F)(F)F)o1	i	-1.5	-7.2	0.8	2.3	-0.9	7.3	-8.0	-1.9
33	COc1ccc(C(=O)C2CCCN(Cc3cccn3-c3ccc(Cl)cn3)C2)c(OC)c1 (stereo not drawn)	i	13.1	-2.4	-1.2	3.8	0.1	17.2	-1.2	3.3
34	CC(=O)c1cnc2nc(SCc3cccc(C)c3)nn2c1C	i	16.6	-0.8	0.4	-1.0	0.1	-4.9	-4.0	0.0
35	CCCCCCCCNC(=S)NCCN1CCCCC1	i	-11.0	-10.2	-3.1	2.1	-1.2	-78.8	-1.1	-2.1
36	COc1cc(OC)cc(-c2c(-c3cccs3)c3cc(-c4cc(OC)c(OC)c(OC)c4)ccc3n2C)c1	i	37.6	-6.7	-0.1	3.8	-0.3	4.3	1.3	-2.8
37	OCCN1CCN(C(=S)Nc2ccc(Oc3ccccc3)cc2)CC1	i	-9.2	-4.2	0.5	-6.8	-0.6	-115.5	1.3	1.1
38	Cc1cc(=O)n2nc(N3CCCC(C(=O)NCCc4ccccc4)C3)sc2n1 (stereo not drawn)	i	-1.1	-1.1	0.4	1.6	-0.4	-7.2	-11.8	3.3
39	Cc1ccccc1-c1cccc([C@@H]2C[C@H]3[C@H](CON3C)CN2C(=O)CCc2ccccc2)c1	i	9.5	-0.9	0.7	0.4	-0.9	-13.3	-9.8	0.5
40	CSCCC1NC(=O)N(CC(=O)Nc2ccc(Br)cc2Br)C1=O (stereo not drawn)	i	5.2	-2.0	0.0	0.4	0.6	-9.3	-1.1	3.1
41	COC(/C(=N/O)c1ccc(Cl)cc1)c1ccccc1 (stereo not drawn)	i	-6.1	-3.6	1.5	-2.5	-0.1	0.3	-1.7	-1.6
42	Cn1c(=O)c2cc(S(=O)(=O)N3CCN(c4cccc(C(F)(F)F)c4)CC3)ccc2n(C)c1=O	i	20.5	-0.2	0.9	1.1	-0.3	-1.7	-3.9	-0.5
43	Cn1c(N)c(S(=O)(=O)N2CCN(c3cccc(Cl)c3)CC2)c(=O)n(C)c1=O	i	0.8	-3.9	-1.1	-0.6	0.0	-11.9	-10.2	0.5
44	Cc1ccc(C(=O)N/C(=C\c2ccco2)C(=O)N2CC(C)OC(C)C2)cc1C (stereo not drawn)	i	-3.0	-3.2	1.0	-3.7	-0.5	-5.7	-15.7	8.2
45	Oc1ccccc1-c1cc(C(F)(F)F)nc(-c2ccccc2)n1	i	22.2	0.7	0.3	1.8	-0.8	-1.5	-8.7	0.3
46	O=C(/C=C/c1ccccc1)n1cnnc1SC/C=C/c1ccccc1	i	3.6	0.5	-1.1	-3.3	0.2	18.0	3.7	5.3
47	O=C(c1ccccc1)n1ccc2ccccc21	i	10.6	-4.2	-0.4	1.5	-0.5	17.4	-3.5	-3.8
48	COc1ccc(OCC(=O)Nc2ccc(S(=O)(=O)N3CCOCC3)cc2)cc1	i	-0.8	-5.2	0.5	0.2	0.1	-13.5	-3.4	2.2
49	O=C(CSc1ccc(-c2ccc(-n3cccn3)cc2)nn1)Nc1ccccc1F	i	-3.3	-3.0	-0.1	-0.3	-0.4	-0.6	-5.6	1.1
50	CC(C)(CC(=O)O)CC(=O)Nc1ccccc1Oc1ccccc1	i	-6.8	-2.3	-1.5	-0.6	1.5	6.2	7.0	-2.7
51	CCOC(=O)N1CCN(C(=O)COCc2cc(-c3ccc4c(c3)OCO4)on2)CC1	i	0.2	-3.0	-0.2	1.8	-0.3	4.0	10.7	0.8
52	CN(C)CCC=C1c2ccccc2C=Cc2ccccc21	i	-0.6	-0.7	1.1	-2.5	-0.5	15.4	-4.3	-6.2
53	O=C(CSc1n[nH]c(=O)n1C1CC1)NCc1ccccc1Cl	i	-3.1	-4.3	0.5	1.3	0.0	-3.2	0.2	-2.3
54	CCCN1CCC(N2CCCC(C(=O)O)C2)CC1 (stereo not drawn)	i	-4.5	-0.4	0.3	3.4	0.5	-31.6	-5.2	-5.4
55	OC(c1ccccc1)c1nc(-c2cccc3cccnc23)cs1 (stereo not drawn)	i	0.9	1.0	-0.6	-3.8	0.1	-3.2	-4.4	-2.7
56	COc1cccc(OC)c1OCCCOc1c(OC)cccc1OC	i	0.6	-3.5	-1.1	-3.1	0.2	9.5	1.4	1.1
57	Cc1ccc(SCC(=O)NCCCN2CCOCC2)cc1	i	-4.0	-4.7	0.7	0.3	-1.2	12.7	-6.0	-3.6
58	c1ccc2oc(SCc3nc4ccccc4s3)nc2c1	i	15.4	-0.5	-0.5	1.1	0.3	-35.0	-0.6	-0.7

# 2 entries from above, with one line to a screen.
[54] CCCN1CCC(N2CCCC(C(=O)O)C2)CC1 (stereo not drawn)
[56] COc1cccc(OC)c1OCCCOc1c(OC)cccc1OC

Compound	54	56
Neddylation inh	i	i
FAS TE block	-4.5	0.6
MsrA act	-0.4	-3.5
MsrA inh	0.3	-1.1
Rin1-Abl PPI inh	3.4	-3.1
Tb MetRS inh	0.5	0.2
PABP1 MLLE inh	-31.6	9.5
E coli Lon inh	-5.2	1.4
CSN deneddyl inh	-5.4	1.1
